Assay outcomes from PubChem.
Yeast superoxide – reduction of superoxide in aged yeast, primary screen, HTS. AID 2690, 2010. 330,000 tested, 0.18% active. superoxide response (% of plate mean), % at 10 µM. S. cerevisiae aged cells, superoxide DHE fluorescence; hits give low values;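 active means superoxide response under a set limit, about three screen SD below normal, cut at about 65% in these data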;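 further: yeast aged for seven days with compound at 30 °C before DHE staining; 100% = average MFI of all compound-treated wells on the plate with controls excluded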
RPL19A TOR yeast – RPL19A-GFP expression modulators in yeast, primary screen, cell-based, S. cerevisiae, multiplex flow cytometry, MLPCN; 330,000 tested, 0.3% active; percent response vs DMSO, % at 10 µM; S. cerevisiae RPL19A-GFP strain, 3 h; hits give low values;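 active means percent response vs DMSO below 50%; inconclusive means fewer than 70 events counted for the yeast strain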;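 further: median channel GFP fluorescence of the barcoded RPL19A-GFP strain; ratio of sample median GFP to plate DMSO average so 100% = DMSO; lower means less RPL19A-GFP as with rapamycin TOR inhibition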
LAP4-GFP MLPCN – modulators of LAP4-GFP expression in yeast, primary screen, S. cerevisiae, multiplex flow cytometry, MLPCN library | 3 h; median GFP as percent of DMSO wells | 320,000 tested, 0.34% active | AID 2023, 2009 | GFP response vs DMSO, % at 10 µM;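 active means GFP response vs DMSO above a set limit, about the screen mean plus 3 SD, cut at about 150% in these data; inconclusive means under 70 cell events counted for the yeast strain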
MEP2-GFP yeast – modulators of MEP2-GFP levels in yeast, primary screen, S. cerevisiae, multiplex flow cytometry, MLPCN library; S. cerevisiae MEP2-GFP strain, 3 h; 100% = DMSO control level; GFP response vs DMSO, % at 10 µM; 330,000 tested, 0.51% active; AID 2016, 2009;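 active means GFP response versus DMSO above a set limit, roughly screen mean plus 3 SD, cut at about 180% in these data; inconclusive means fewer than 70 cells counted for a yeast strain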;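 further: median GFP fluorescence of the barcode-gated MEP2-GFP cells per well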
proCasp3 act – activators of human procaspase-3 D3A mutant, primary screen, biochemical, absorbance, PC-3 D3A mutant, single concentration; Caspase-3 (Homo sapiens), P42574; recombinant procaspase-3 D3A, Ac-DEVD-pNA absorbance 405 nm; activation, % at 8.5 µM; 330,000 tested, 0.11% active;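 active means activation above the mean of all tested compounds plus 3 SD, cut at about 21% in these data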;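 further: 0% = DMSO alone and 100% = DMSO wells spiked with extra 5 µM PC-3 D3A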
Target sequence (P42574 whole entry D9A/D28A/D175A): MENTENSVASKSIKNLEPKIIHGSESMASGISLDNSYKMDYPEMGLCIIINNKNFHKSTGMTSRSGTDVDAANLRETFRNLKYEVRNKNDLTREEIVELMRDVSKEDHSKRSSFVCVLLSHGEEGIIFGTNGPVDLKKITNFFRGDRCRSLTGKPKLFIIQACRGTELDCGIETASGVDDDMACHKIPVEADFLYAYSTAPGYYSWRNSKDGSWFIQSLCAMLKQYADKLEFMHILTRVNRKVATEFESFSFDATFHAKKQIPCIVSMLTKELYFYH
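material = Procaspase-3 D3A mutant | probe or stimulus = Ac-DEVD-pNA | compound = single dose, 8.5 µM nominal compound, 0.8% DMSO | timing = 1 h preincubation, 2 h reaction | measured by = 405 nm absorbance of p-nitroaniline, reads at 0 and 120 min | benchmarks = DMSO-only low control, 5 µM PC-3 D3A high control | repeats = singlicate, each compound tested once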
GASC-1 inh – inhibitors of GASC-1 histone demethylase, primary screen, biochemical, fluorescence, DELFIA europium; Lysine-specific demethylase 4C (Homo sapiens), Q9H3R0; GST-JMJD2C(1-420) H3K9me3 demethylation; inhibition, % at 2.35 µM; 330,000 tested, 0.069% active; AID 2099, 2009;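 active means more than half of a compound's replicate wells show inhibition beyond 50%, single wells judged on their own value; inconclusive means some, but no more than half, of replicates pass 50% inhibition; inactive means no replicate passes 50% inhibition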;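 further: signal counts dimethyl H3K9 product captured on neutravidin plate; 0% = median of DMSO wells and 100% = 0.3 times that DMSO median; strong numbers were not always called active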
Target sequence (Q9H3R0 1-420 limits assumed): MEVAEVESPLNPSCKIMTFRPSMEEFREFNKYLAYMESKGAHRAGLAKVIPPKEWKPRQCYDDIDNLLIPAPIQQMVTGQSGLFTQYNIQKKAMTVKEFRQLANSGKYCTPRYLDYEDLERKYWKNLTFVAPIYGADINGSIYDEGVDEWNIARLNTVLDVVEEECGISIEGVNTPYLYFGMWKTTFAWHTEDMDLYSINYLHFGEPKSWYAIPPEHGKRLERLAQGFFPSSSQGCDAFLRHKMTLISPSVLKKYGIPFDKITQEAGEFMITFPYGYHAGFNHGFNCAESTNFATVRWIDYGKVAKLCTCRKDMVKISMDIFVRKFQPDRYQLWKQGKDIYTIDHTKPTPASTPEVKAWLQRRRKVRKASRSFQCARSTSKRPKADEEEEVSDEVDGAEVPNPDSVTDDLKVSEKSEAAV
procasp7 counter – procaspase-7 activators, primary screen, counter-screen for procaspase-3 activator project, biochemical, absorbance, HTS, human; recombinant procaspase-7, Ac-DEVD-pNA absorbance 405 nm; D23A/D198A/D206A triple mutant, cannot self-cleave; scale: DMSO 0, 5 µM enzyme 100; activation, % at 8.5 µM; 330,000 tested, 0.093% active;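 active means percent activation above the screen-wide mean plus 3 SD, cut at about 25% in these data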
Target sequence (P55210 whole entry D23A/D198A/D206A): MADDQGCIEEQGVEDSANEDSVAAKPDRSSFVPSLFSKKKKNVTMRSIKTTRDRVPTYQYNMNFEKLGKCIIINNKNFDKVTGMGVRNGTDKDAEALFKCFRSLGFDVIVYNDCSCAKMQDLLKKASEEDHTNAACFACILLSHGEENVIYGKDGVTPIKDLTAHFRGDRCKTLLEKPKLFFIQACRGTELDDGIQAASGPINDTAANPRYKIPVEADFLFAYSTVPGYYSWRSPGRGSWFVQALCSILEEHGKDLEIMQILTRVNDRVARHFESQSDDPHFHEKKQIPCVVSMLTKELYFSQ
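buffer or medium = Zinc-free HEPES/NaCl buffer, pH 7.4 | material = Procaspase-7 triple mutant (PC-7 D3A) | input = 2 µM procaspase-7 mutant as dispensed | signal = Epi-absorbance of released pNA at 405 nm, two timepoints | timing = 1 h preincubation, 2 h reaction | replicates = singlicate compound testing | evaluation = % activation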
AHR activator – AHR activators, primary screen, cell-based, luminescence, luciferase reporter, human. AID 2796, 2010. activation, % at 5 µM. Aryl hydrocarbon receptor (Homo sapiens), P35869. 320,000 tested, 2.5% active. AHR-responsive luciferase reporter cells; in the data active means activation above about 47%;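 further: 0% = vehicle wells and 100% = reference agonist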
Numbers without * were called inactive; i = inactive; ? = inconclusive; · = no result given; & = joins results of further samples; [ ] = another dose, or the depositor's remark.

SMILES	Yeast superoxide	RPL19A TOR yeast	LAP4-GFP MLPCN	MEP2-GFP yeast	proCasp3 act	GASC-1 inh	procasp7 counter	AHR activator
Cn1c(=O)c(C(=O)NCCc2ccc(Cl)cc2)c(O)c2ccccc21	80	52[may fluoresce violet]	91[may fluoresce violet]	202*[may fluoresce violet]	4	i	-9	5
COc1ccc(CNC(=O)/C=C/c2cc([N+](=O)[O-])ccc2OC(F)F)cc1OC	119	97	103	94	4	-11	-11	0
CCOc1ccc(C(=O)N2CCN(c3ncccn3)CC2)cc1	101	100	111	103	-14	3	7	-1
COc1ccc(/C=C2\Sc3ccc(C(=O)NCc4cccnc4)cc3N(C)C2=O)cc1OC	105	99	110	98	-14	-9	-34	20
COc1cc(CNCc2ccccn2)ccc1OCC(N)=O	122	113	80	93	1	-14	3	4
CCOC(=O)N1CCN(C(=O)c2ccc(-n3c(C)ccc3C)cc2)CC1	102	99	96	102	-2	-7	-4	1
C=CCN1C(=NC(=O)CCC(=O)O)SC2CS(=O)(=O)CC21 (stereo not drawn)	100	98	98	101	0	22	7	0
COc1ccc(NC(=O)C2CCCN(S(=O)(=O)c3cccc4nonc34)C2)cc1 (stereo not drawn)	131	98	96	102	-8	5	-4	1
CC(C)c1cc(C(F)(F)F)n2nc(C(=O)Nc3ccc(-n4cnnn4)cc3)cc2n1	106	95	100	100	7	3	-1	-2
COc1ccccc1-n1c(SCC(=O)N2CCCC2)nc2cccnc21	102	98	91	95	0	62*	-1	-2
CCOC(=O)c1cc(C(C)=O)c(=O)[nH]c1C	110	98	80	97	6	-2	-8	2
O=C(O)CSc1c[nH]c2ccccc12	99	104	102	105	0	-20	-1	20
CCOc1ccccc1NC(=O)c1cccc(NC(=O)CC(c2ccccc2)c2ccccc2)c1	103	106	98	95	-5	2	-6	-4
Cc1cc2cc(CNC(=O)Nc3ccccc3)ccc2n1C	108	96	105	105	-2	0	-4	2
COc1ccc(NS(=O)(=O)c2ccc(O)c(NC(=O)c3cc4c(C)nn(-c5ccc(F)cc5)c4s3)c2)cc1	114	94	92	100	-4	6	3	4
CC(C)(C)c1cc(/C=N/O)cc(C(C)(C)C)c1O	97	115	100	108	0	3	2	-1
O=C(Nc1ccc(N2CCN(C(=O)c3cccs3)CC2)cc1)c1ccccc1Cl	106	104	98	107	-2	-21	-2	-6
CC1=CC(=O)[C@H]2C(C)(C)CCC[C@]2(C)[C@@]1(O)CO	81	100	101	100	8	-5	3	-1
c1nc(NC2CCCCCC2)c2[nH]cnc2n1	88	100	96	100	-3	6	5	1
COc1ccc(S(=O)(=O)NC(C)C(=O)NCC2CCCO2)cc1OC (stereo not drawn)	87	106	96	103	-10	6	1	2
Cc1ccc(OS(=O)(=O)c2ccc(-c3csc(C)n3)s2)c(C)c1	94	101	100	101	2	-3	3	-2
CC1CC1C(=O)Nc1nc(-c2ccccc2)cs1 (stereo not drawn)	111	92	114	96	-4	3	14	-1
CCN(c1ccccc1)S(=O)(=O)c1ccc(Cl)c(NC(=O)CSc2ncn[nH]2)c1	103	98	102	100	1	11	5	0
O=C(O)c1cc([N+](=O)[O-])ccc1N1CCC(Cc2ccccc2)CC1	82	111	95	105	10	2	-8	3
C=CCNC(=O)CN(CCc1ccccc1)S(=O)(=O)c1ccccc1	106	100	107	102	9	16	6	0
COc1ccc(CC(=O)Nn2c(-c3ccccc3)nc3ccccc3c2=O)cc1	91	99	96	101	-8	-13	14	6
COc1cc(/C=N/NC(=O)c2cccnc2)ccc1OS(=O)(=O)c1ccc(F)cc1	101	103	98	106	4	18	0	11
C=CCOC(=O)C1=C(C)Nc2nnnn2C1c1ccc(OC)cc1OC (stereo not drawn)	95	95	102	104	4	-3	7	-1
CCc1cc2c(NCc3ccccc3)nc(C)nc2s1	109	97	90	102	8	-8	0	4
Cc1sc2nc(C(C)C)oc(=O)c2c1C	107	102	·	112	-5	10	0	2
CCCCn1c(=N)n(CC(=O)C(C)(C)C)c2ccccc21	99	92	93	91	4	0	3	4
Cc1ccc(S(=O)(=O)N/N=C/C(C)(C)CO)cc1	106	102	100	101	-3	1	2	1
O=C(Oc1ccc2ccccc2c1)C1CCC1	100	109	109	106	·	38	·	·
CC1CCCN(C(=O)COC(=O)c2ccc(=O)n(Cc3ccccc3)n2)C1 (stereo not drawn)	94	95	101	96	-3	0	7	5
Cc1ccc(-c2nc3ncccc3o2)cc1NC(=O)c1ccco1	101	98	104	100	5	15	3	32
COc1cc(NC(=O)c2ccc(Cl)cc2Cl)ccc1-c1cc2ccccc2oc1=O	97	99	102	111	7	-7	-8	-2
COc1cc2c(cc1OC)CN(C(=O)CSc1n[nH]c(N)n1)CC2	101	97	102	98	-4	54*	2	1
COc1ccc(-c2cc(-c3ccccc3)nc(N3CCCC3)n2)cc1OC	146	101	104	100	10	7	27*	9
COc1ccc2nc(NC(=O)C3CSC4(C)CCC(=O)N34)sc2c1 (stereo not drawn)	107	97	111	97	6	4	0	5
CCCN(CC(=O)Nc1ccc(Cl)cc1Cl)C(=O)CC(NC(C)=O)c1ccccc1 (stereo not drawn)	91	104	82	98	·	3	·	·
CC(C)NC(=S)NC1(C)CCS(=O)(=O)C1 (stereo not drawn)	102	109	97	113	0	-7	-1	-2
NS(=O)(=O)c1ccc(Sc2ccc3ccccc3c2)nc1	130	106	103	105	4	-10	3	8
CN1c2ccc(Cl)cc2C(=O)NC1c1ccc([N+](=O)[O-])s1 (stereo not drawn)	135	96	106	96	4	25	6	0
CCN(CCn1cccn1)C(=O)CCc1nnc(C2CCCCC2)o1	92	97	100	104	3	-12	-7	0
CS(=O)(=O)Nc1ccc(C(=O)N2CCN(c3ccccc3)CC2)cc1	88	100	112	104	-2	2	10	1
CC1=NN(c2nc(-c3ccc(Cl)cc3)cs2)C(=O)C1	99	101	116	107	6	59	-5	7
CCOc1ncccc1C(=O)OCC(=O)Nc1ncc(C(F)(F)F)cc1Cl	113	99	102	98	4	-3&2	-4	1
CCOc1ccc(NC(=S)NNC(=O)c2ccc(Br)cc2)cc1	107	90	98	92	6	-17	-10	-1
CCCN(CCC)CCOc1cc(C)ccc1C(C)C	131	112	120	154	4	10	-1	2
Cn1nccc1C(=O)N/N=C/c1ccccc1[N+](=O)[O-]	99	104	110	100	-4	11	0	7
Cc1cc(C)c(C(=O)N2CCCC(C(=O)c3cc(F)ccc3F)C2)o1 (stereo not drawn)	113	102	96	100	-1	-20	13	2
COc1cccc(C2=CC(c3cccc(OC)c3OC)n3nnnc3N2)c1 (stereo not drawn)	112	93	89	93	0	-5	5	10
CC(C)C(=O)c1ccc(O)c(O)c1	97	92	104	93	-2	?	-2	2
Cc1cc(C)n(C(=O)c2cc([N+](=O)[O-])cc([N+](=O)[O-])c2)n1	115	101	109	117	7	22	3	3
COc1ccc(CCNC(=O)COc2ncnc3ccccc23)cc1	95	98	96	100	3	-21	6	0
N#Cc1c(N(CCO)CCO)nc(N)c2c(N)nc3c(c12)CC(=O)N3Cc1cccs1	98	101	106	100	-4	18	-6	1
Cc1cc([N+](=O)[O-])ccc1NC(=S)NC(=O)Cc1ccccc1	114	91	100	98	-8	39	3	14
Cc1noc(C)c1C(=O)Nc1nc2ccc(S(C)(=O)=O)cc2s1	103	99	102	106	12	-1	-1	13
CC(OC(=O)c1nc(Cl)ccc1Cl)C(=O)c1ccccc1 (stereo not drawn)	115	94	113	109	0	-3	1	-3
CSC1=C(C#N)C(c2ccccc2Cl)C(C(C)=O)=C(C)N1 (stereo not drawn)	85	95	100	102	-2	-2	-5	0
COc1ccc(N2CC(C(=O)N3CCc4ccccc43)CC2=O)cc1 (stereo not drawn)	103	100	94	100	-4	-6	14	24
O=C(CCN1C(=O)/C(=C\c2cccc(Br)c2)SC1=S)N1CCOCC1	99	101	116	110	9	-7	-2	-2

A stretch from further up:
SMILES	Yeast superoxide	RPL19A TOR yeast	LAP4-GFP MLPCN	MEP2-GFP yeast	proCasp3 act	GASC-1 inh	procasp7 counter	AHR activator
CCOc1ncccc1C(=O)OCC(=O)Nc1ncc(C(F)(F)F)cc1Cl	113	99	102	98	4	-3&2	-4	1
CCOc1ccc(NC(=S)NNC(=O)c2ccc(Br)cc2)cc1	107	90	98	92	6	-17	-10	-1
CCCN(CCC)CCOc1cc(C)ccc1C(C)C	131	112	120	154	4	10	-1	2
Cn1nccc1C(=O)N/N=C/c1ccccc1[N+](=O)[O-]	99	104	110	100	-4	11	0	7
Cc1cc(C)c(C(=O)N2CCCC(C(=O)c3cc(F)ccc3F)C2)o1 (stereo not drawn)	113	102	96	100	-1	-20	13	2
COc1cccc(C2=CC(c3cccc(OC)c3OC)n3nnnc3N2)c1 (stereo not drawn)	112	93	89	93	0	-5	5	10
CC(C)C(=O)c1ccc(O)c(O)c1	97	92	104	93	-2	?	-2	2
Cc1cc(C)n(C(=O)c2cc([N+](=O)[O-])cc([N+](=O)[O-])c2)n1	115	101	109	117	7	22	3	3
COc1ccc(CCNC(=O)COc2ncnc3ccccc23)cc1	95	98	96	100	3	-21	6	0
N#Cc1c(N(CCO)CCO)nc(N)c2c(N)nc3c(c12)CC(=O)N3Cc1cccs1	98	101	106	100	-4	18	-6	1
Cc1cc([N+](=O)[O-])ccc1NC(=S)NC(=O)Cc1ccccc1	114	91	100	98	-8	39	3	14
Cc1noc(C)c1C(=O)Nc1nc2ccc(S(C)(=O)=O)cc2s1	103	99	102	106	12	-1	-1	13
CC(OC(=O)c1nc(Cl)ccc1Cl)C(=O)c1ccccc1 (stereo not drawn)	115	94	113	109	0	-3	1	-3
